S3 lipid droplet = qHTS Assay for Lipid Storage Modulators in Drosophila S3 Cells | Drosophila S3 cells, BODIPY lipid droplet fluorescence, 18-24 h; cells fed with added oleic acid | actives 0.64% (n = 320,000) | lipid storage change, negative = inhibition, % at the top dose, mostly 46.1 µM; hits show Potency in µM; active = well fitted inhibition curve with a large enough effect in the signal ratio, with a control signal flat, not every such curve was filed as active; inconclusive = small, poorly fitted or top-dose-only effect, or effect the other way, or a change in a side signal; the % refers to the signal ratio
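Drosophila S3 cells loaded with oleic acid (400 uM, as added) and compounds at several concentrations; lipid droplets imaged by 488-nm laser-scanning cytometry, 500–530 nm intensity and object ratio to cell channel. Percent activity normalized to 20 uM Triacsin C.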
S3 lipid droplet cell count max = also measured in S3 lipid droplet; calls as there; cell number change, %; measured here: cell count max response;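 cells counted by Cell Tracker Red CMTPX staining in the red channel; peak over a dose series mostly up to 46.1 µM; percent activity relative to internal control wells on each plate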
* = called active by the depositor; i = inactive; ? = inconclusive; . = not tested or not shown; [ ] = another dose, or the depositor's remark. % is scaled to controls: 0 for no effect and ±100 for the full control effect; potency is read from the fitted curve at half-maximal effect. Only part of the results is shown; count on the stated rates, not on these rows.

SMILES | S3 lipid droplet | S3 lipid droplet cell count max
CC(C(=O)O)N1C(=O)CSC1=S (stereo not drawn) | ? | .
CCNC(=S)NC1CC2CCCC(C1)N2Cc1ccco1 (stereo not drawn) | -17.9% | -1.0
CC(C)C(NC(=O)OCc1ccccc1)C(=O)NCC(=O)OC(C)(C)C (stereo not drawn) | 9.9% | 4.3
CCOC(=O)NC(NC(=S)Nc1ccc(OC)cc1)C(Cl)(Cl)Cl (stereo not drawn) | 10.9% | 16.2
COc1cccc(N2C(=O)CC(N3CCc4ccccc43)C2=O)c1 (stereo not drawn) | i | .
CCC(Sc1nc2ncccc2[nH]1)C(=O)NC1CCCC1 (stereo not drawn) | ? | .
CCNC(=O)/C(=C\C=C\c1ccccc1)NC(=O)c1ccc(Br)o1 | ? | .
CCCCCCCCCCS(=O)(=O)N/N=C/c1ccccc1OC | ? | .
O=c1cc(/C=C/c2c(F)cccc2Cl)[nH]c2ccccc12 | ? | .
Nc1nonc1C(=O)NCCNc1ccc([N+](=O)[O-])cn1 | -2.6% | -8.5
COc1ccc(N(CC(=O)Nc2ccccc2SC)S(C)(=O)=O)cc1OC | i | 11.2
CC(C)(C)c1ccc(C(=O)Nc2ccc(CN3CCS(=O)(=O)CC3)cc2)cc1 | ? | .
CCCCn1c(=O)[nH]c(=O)c2c1nc(-c1ccccn1)n2CC | 20.3% | -24.6
CCN1c2ccccc2N(C)C1(C)c1ccccc1 (stereo not drawn) | ? | .
Cc1sc(NC(=O)COc2ccccc2)c(C#N)c1-c1ccccc1 | ? | .
O=C(CN(Cc1ccccc1)S(=O)(=O)c1ccccc1)N/N=C/c1ccccc1C(=O)O | 1.4% | 4.5
CCc1ccc(NC(=O)C(C)OC(=O)/C=C/c2cccc([N+](=O)[O-])c2)cc1 (stereo not drawn) | 14.4% | -0.8
CC1CN(C(=O)c2ccc(COc3ccccc3Br)o2)CC(C)O1 (stereo not drawn) | 15.9% | 21.6
CC(O/N=C\c1ccccc1O)C(=O)Nc1ccccc1C(=O)N1CCOCC1 (stereo not drawn) | ? | .
Cc1cc(NC(=O)CCC(=O)N(Cc2ccco2)C(C(=O)NC2CCCCC2)c2cccs2)no1 (stereo not drawn) | ? | .
COc1ccc(NC(=O)C2CCCN2S(=O)(=O)c2ccc(F)cc2)cc1 (stereo not drawn) | -17.7%[9.22 µM] | -1.1
c1cc2c3c(cccc3c1)C(N1CCOCC1)=N2 | ? | .
COc1ccc(S(=O)(=O)N2CCOCC2)cc1NC(=O)CSc1ccccc1 | ? | .
O=C(O)CCNS(=O)(=O)c1ccc(Oc2ccccc2)cc1 | i | .
CC(C)(C)NC(=O)CSc1nnc(Cc2ccccc2)n1CC1CCCO1 (stereo not drawn) | 26.6%[9.22 µM] | -2.5
CCOC(=O)NC(=O)CSc1ccc2ccccc2n1 | i | .
COc1ccc(CCNC(=O)C2CCCN(C(=O)c3ccc(Cl)cc3)C2)cc1 (stereo not drawn) | i | 29.4
Cc1nc(-c2cccc(NC(=O)Cc3ccccc3)c2)cs1 | ? | .
CCC(C)n1cnc2c(=O)oc3ccccc3c21 (stereo not drawn) | ? | .
CCNC(=O)COC(=O)c1cc(S(=O)(=O)N2CCCc3ccccc32)ccc1Cl | 0.4% | 15.5
Cc1ccc(CCNS(=O)(=O)c2cnc[nH]2)cc1 | i | 5.1
O=C(O)COc1ccccc1Cc1ccccc1 | ? | .
Cc1cccnc1NC(=O)c1ccc2c(c1)NC(=O)C(C)S2 (stereo not drawn) | 4.0% | .
O=C(COC(=O)c1cccc(F)c1)NC1CC1 | ? | .
CN(Cc1ccccc1)S(=O)(=O)c1ccc(N2CCOCC2)nc1 | ? | .
CCCCNC(=O)NS(=O)(=O)c1ccc(NS(=O)(=O)c2ccccc2)cc1 | ? | .
CCOc1ccc(CN2C(=O)c3ccccc3C2=O)cc1C(=O)O | 7.8% | 17.3
COc1cc(S(=O)(=O)N2CCOCC2)ccc1NC(=O)CSc1nnc(N)s1 | ? | .
Cc1cc(CC(C)C)n(-c2nc3ccccc3c(=O)n2OCc2ccccc2)n1 | 2.2% | 8.1
CC(C)(C)n1nnnc1C(c1cccc(C(F)(F)F)c1)N1CCOCC1 (stereo not drawn) | 16.4% | 24.7
O=C(O)CCC(=O)N1N=C(c2ccco2)CC1c1ccco1 (stereo not drawn) | ? | .
CC1CCc2nc(NC(=O)c3cc(C(C)(C)C)nn3C)sc2C1 (stereo not drawn) | -0.7% | 1.2
CC1CC(C)CN(CCCNC(=O)Cc2c(C(=O)O)[nH]c3ccccc23)C1 (stereo not drawn) | -0.9% | 9.2
CCOc1ccccc1N1CCN(Cc2ccc(Br)s2)CC1 | 6.9% | -14.3
N#CC1=C(N)Oc2cc(O)ccc2C1c1ccncc1 (stereo not drawn) | ? | .
Clc1ccc(/C=C/c2ncc3ccccn23)cc1 | 1.9% | 5.8
CCOC(=O)c1nc(NCc2cccc(OC)c2)c2ccccc2n1 | 0.4% | -13.8
Cc1cc(C)nc(N2CCCC(C(=O)NCCC3=CCCCC3)C2)n1 (stereo not drawn) | ? | .
O=C(Cn1nnc(-c2ccccc2)n1)Nc1ccc2c(c1)OCO2 | ? | .
Cc1ccccc1CN1CCN(Cc2ccccc2C(F)(F)F)CC1 | ? | .
CCCCSc1nc(C)c(C(C)=O)cc1C#N | ? | .
CCCN(CC(=O)Nc1ccccc1OC)C(=O)c1cnc(Cl)c(Cl)c1 | ? | .
CCO[C@@H]1OC(C(=O)N2CCN(Cc3ccccc3)CC2)=C[C@H](c2cn(C(C)=O)c3ccccc23)[C@H]1CCCO | ? | .
Cc1onc(-c2c(F)cccc2Cl)c1C(=O)NCC1COc2ccccc2O1 (stereo not drawn) | ? | .
CCOC(=O)c1csc(N)c1-c1ccc([N+](=O)[O-])cc1 | ? | .
CCC(=O)NC(C)C(c1cccs1)N1CCN(Cc2ccccc2)CC1 (stereo not drawn) | ? | .
CN(C)C1=NCCN1CCc1ccc(F)cc1 | ? | .
O=C(COC(=O)/C=C/c1ccc(Cl)cc1)Nc1ccc2[nH]c(=O)[nH]c2c1 | 0.8% | 3.6
CCn1cc(C(=O)O)c(=O)c2cc(F)c(N3CCN(C(=S)NC(=O)c4ccccc4F)CC3)cc21 | -4.2% | 2.3
CCC(=O)Nc1ccc(C(=O)CSc2nc3ccccc3cc2CC)cc1 | ? | .
Further results.
SMILES | S3 lipid droplet | S3 lipid droplet cell count max
O=C(c1cc2ccccc2oc1=O)N(Cc1ccc(F)cc1)C1CCS(=O)(=O)C1 (stereo not drawn) | ? | .
Cc1ccsc1C1C(C(=O)O)c2ccccc2C(=O)N1C (stereo not drawn) | ? | .
CCOC(=O)N1CCN(C(=O)COC(=O)CSc2ccc([N+](=O)[O-])cc2)CC1 | ? | .
COC(=O)C1=C(CS(=O)(=O)c2ccc(OC)c(OC)c2)NC(=O)NC1c1ccc(O)c(OC)c1 (stereo not drawn) | i | 5.6
COc1ccc(S(=O)(=O)N2CCCCC2)cc1NC(=O)Cc1cccs1 | ? | .
CCc1c(C(=O)Nc2nnc(C3CC3)s2)csc1C | ? | .
COc1cccc(-c2nc(CS(=O)(=O)CC(=O)NCc3ccccc3)c(C)o2)c1 | 29.1% | 1.7
CCN(CC)c1c([N+](=O)[O-])c(=O)sc2ccccc12 | 28.9% | -13.4
CCO[C@@H]1OC(C(N)=O)=C[C@H](C2CCCCC2)[C@H]1CCCO | 3.4% | 6.2
CC(C)[C@H](N)C(=O)NC[C@H]1CC[C@H](C(=O)N[C@@H](Cc2ccccc2)C(=O)O)CC1 | -4.8% | -23.4
Cc1cccc(N(Cc2ccccc2)C(=O)C2CCN(C(=O)c3ccccc3C)CC2)c1 | ? | .
CCC(C)c1ccc(OCCn2cc(/C=N/NC(=O)CSc3nnc(C)s3)c3ccccc32)cc1 (stereo not drawn) | ? | .
C=CCOc1cccc(/C=N/NC(=O)CC(=O)NC2CCCCC2)c1 | ? | .
CCC(=O)c1ccc(OCC(=O)Nc2ccc3nc(C)sc3c2)cc1 | 11.4% | 5.6
CCc1ccccc1NC(=S)NNC(=O)c1ccccc1Cl | ? | .
O=C(COc1ccccc1)NNc1nc2c(F)cccc2s1 | 11.5%[9.22 µM] | 5.3
O=C(NCCc1nc2ccccc2[nH]1)/C(=C/c1ccc(F)cc1)NC(=O)c1ccco1 | ? | .
CCOC(=O)Cc1csc(NC(=O)CSC2=NCCS2)n1 | 0.6% | 9.5
O=C(O)c1ccccc1-c1nnc2c(Cl)cc(C(F)(F)F)cn12 | -15.6% | -14.8
CCCn1c(=O)n(CC(=O)NCC2CCCO2)c(=O)c2c3c(sc21)COC(C)(C)C3 (stereo not drawn) | ? | .
COc1ccc2nc(SCC(=O)NC3CCCCC3C)[nH]c2c1 (stereo not drawn) | 29.1µM* | 1.5*
COc1ccccc1C(c1nnnn1CS(=O)(=O)c1ccc(C)cc1)N1CCSCC1 (stereo not drawn) | ? | .
COc1cccc(NC(=O)C(Sc2nc3ccccc3c(=O)n2CC(C)C)c2ccccc2)c1 (stereo not drawn) | -5.2% | -5.6
CC(C)N(Cc1cnn(C)c1)Cc1nc(Cc2ccccc2Cl)no1 | ? | .
O=C(Cn1ncc2c3ccccc3n(Cc3ccccc3)c2c1=O)N1CCN(c2ncccn2)CC1 | ? | .
C/C(=N/NC(=O)c1ccccn1)c1c[nH]c2ccccc12 | 6.5% | 19.5
Cc1ccc(-c2nc3sc4c(N)ncnc4c3c3c2CCCC3)cc1 | ? | .
Cc1cc(C)n(C(=O)c2ccc(S(=O)(=O)NCC3CCCO3)cc2)n1 (stereo not drawn) | i | -9.5
CCCNC(=S)N1CCN(Cc2ccc3c(c2)OCO3)CC1 | ? | .
O=C(OCn1ncc(Br)c(Br)c1=O)c1ccc(F)cc1 | ? | .
COc1cccc(CN2CC(C(=O)N3CCN(c4ccc(Cl)cc4)CC3)CCC2=O)c1 (stereo not drawn) | ? | .
CC(C)CC(NC(N)=O)C(=O)NCc1ccc(Cl)cc1 (stereo not drawn) | -1.4% | 6.2
COc1ccc(/C=N/NC(=O)c2[nH]nc3c2CCc2ccccc2-3)cc1OC | -9.6% | -19.9
Cc1cc(OC(C)C(=O)NCC2CCC(C(=O)O)CC2)c2c(C)cc(=O)oc2c1 (stereo not drawn) | -6.2% | -0.3
Cc1cc(NC(=O)c2cc(-c3ccc(O)cc3)on2)no1 | ? | .
CCN(CC(=O)Nc1c(F)cccc1F)C(=O)c1ccc2ncsc2c1 | 21.1% | -5.2

Ordered by molecular weight (descending): part of the list above
SMILES | S3 lipid droplet | S3 lipid droplet cell count max
COc1cccc(NC(=O)C(Sc2nc3ccccc3c(=O)n2CC(C)C)c2ccccc2)c1 (stereo not drawn) | -5.2% | -5.6
COc1ccccc1C(c1nnnn1CS(=O)(=O)c1ccc(C)cc1)N1CCSCC1 (stereo not drawn) | ? | .
COc1cccc(CN2CC(C(=O)N3CCN(c4ccc(Cl)cc4)CC3)CCC2=O)c1 (stereo not drawn) | ? | .
O=C(OCn1ncc(Br)c(Br)c1=O)c1ccc(F)cc1 | ? | .
Cc1cc(OC(C)C(=O)NCC2CCC(C(=O)O)CC2)c2c(C)cc(=O)oc2c1 (stereo not drawn) | -6.2% | -0.3
COc1ccc(/C=N/NC(=O)c2[nH]nc3c2CCc2ccccc2-3)cc1OC | -9.6% | -19.9
CCN(CC(=O)Nc1c(F)cccc1F)C(=O)c1ccc2ncsc2c1 | 21.1% | -5.2
Cc1cc(C)n(C(=O)c2ccc(S(=O)(=O)NCC3CCCO3)cc2)n1 (stereo not drawn) | i | -9.5
CC(C)N(Cc1cnn(C)c1)Cc1nc(Cc2ccccc2Cl)no1 | ? | .
Cc1ccc(-c2nc3sc4c(N)ncnc4c3c3c2CCCC3)cc1 | ? | .
O=C(O)c1ccccc1-c1nnc2c(Cl)cc(C(F)(F)F)cn12 | -15.6% | -14.8
COc1ccc2nc(SCC(=O)NC3CCCCC3C)[nH]c2c1 (stereo not drawn) | 29.1µM* | 1.5*
CCCNC(=S)N1CCN(Cc2ccc3c(c2)OCO3)CC1 | ? | .
Cc1cc(NC(=O)c2cc(-c3ccc(O)cc3)on2)no1 | ? | .
C/C(=N/NC(=O)c1ccccn1)c1c[nH]c2ccccc12 | 6.5% | 19.5

Next section
SMILES | S3 lipid droplet | S3 lipid droplet cell count max
C/C(=N\NC(=O)c1cccc([N+](=O)[O-])c1)c1ccncc1 | ? | .
COc1ccc([N+](=O)[O-])cc1NC(=O)C(C)OC(=O)CSC(C)C(=O)Nc1cc(C)on1 (stereo not drawn) | i[0.0737 µM] | .
C=CCNC(=O)CN(Cc1ccccc1)S(=O)(=O)c1ccc(C)cc1 | ? | .
Cc1ccc(S(=O)(=O)N2CCOCC2)cc1C(=O)N(C)CCOc1ccc(Cl)cc1 | ? | .
O=C(COC(=O)c1ccc(Cl)c([N+](=O)[O-])c1)NC1CCCC1 | 5.4% | 9.3
COCCn1c(C)cc(C(=O)COC(=O)CCN2C(=O)c3ccccc3C2=O)c1C | ? | .
CCCCn1c(=O)[nH]c2nc3cc(N)ccc3nc2c1=O | ? | .
CCOC(=O)c1cccc(NC(=O)CCn2nc(C)c(S(=O)(=O)N3CCCCC3)c2C)c1 | ? | .
CCN(CC)c1nc(C#N)nc(N(CC)CC)n1 | ? | .
O=S(=O)(c1ccc(NC(=S)N/N=C/c2c3ccccc3cc3ccccc23)cc1)N1CCOCC1 | ? | .
O=C1CCCc2c1cc(C(=O)Nc1ccc(Cl)cn1)c(=O)n2-c1ccccc1 | ? | .
COCCCN1C(=O)C(=O)/C(=C(/O)c2ccc(S(=O)(=O)N3CCOCC3)cc2)C1c1ccc(C)cc1 (stereo not drawn) | 9.5% | 25.7

Bioassay records (PubChem)
